Source: PubChem
NCI-60 one-dose screen, 48 h, at 10 µM unless noted. Numbers give growth in % (100 = growth as untreated, 0 = no growth, -100 = all killed).
HT29: HT29 colon cancer; actives 7.4% (n = 81,000)
SF-539: SF-539 CNS cancer; actives 6.8% (n = 81,000)
HCC-2998: HCC-2998 colon cancer | actives 4.7% (n = 79,000) | AID 1794799
SNB-75: SNB-75 CNS cancer. AID 1794750. actives 5% (n = 79,000)
SW-620: SW-620 colon cancer; actives 5.2% (n = 82,000)
KM12: KM12 colon cancer cells | actives 5% (n = 82,000)
SF-268: SF-268 CNS cancer cells; actives 3.1% (n = 82,000)
SF-295: SF-295 CNS cancer cells. AID 1794758. actives 5.6% (n = 79,000)
SNB-19: SNB-19 CNS cancer cells | AID 1794751 | actives 2.5% (n = 81,000)
An asterisk follows results filed as active; . = not tested or not shown; & = joins results of further samples; ! = not active in a repeat. How the source made its calls: active means growth percent below 10; inactive means the rest.

smiles	SNB-75	HCC-2998	HT29	SF-268	SNB-19	SW-620	SF-295	KM12	SF-539
COc1ccc2c(c1)N(CCO)C1=C(C(=O)OC1)C2c1ccc(OC)c(OC)c1 (configuration not stated)	16	.	9.8*	54	53	17	7.5*	19	13
CCCCCCNC(=O)Oc1ccc(/C(=C(/C)Cc2ccc(OC)cc2)c2ccc(OCCCN(C)C)cc2)cc1	66	35	-56*	61	46	-22*	11	36	41
CC(=O)Nc1cc2oc3ccccc3c2cc1[N+](=O)[O-]	85	97	118	113	97	101	108	107	99
C#CCOc1ncnc2sc3c(c12)CCN(C(=O)OCC)C3	85	107	97	108	94	101	105	106	105
O=C(NCCCNc1cc(-c2cn(-c3ccccc3)nc2-c2cccc(O)c2)ccn1)Nc1ccc(Cl)c(C(F)(F)F)c1	79	63	18	69	75	88	31	52	62
CC(=O)N1N=C(CCC(=O)c2nc3ccc([N+](=O)[O-])cc3[nH]2)OC1c1ccc(O)cc1 (configuration not stated)	98	99	77	98	107	102	96	96	100
COc1ccc(C(=O)NC(=O)Nc2ccc3c(c2)NC(=O)/C3=C\c2[nH]c(C)c(CCC(=O)O)c2C)c(F)c1	44	47	56	35	27	38	43	15	-5.9*
C/C=C(\C)C(=O)O[C@@H]1C2CC3=C4CC(=O)O[C@@H](c5ccoc5)[C@]4(C)CC[C@@H]3[C@@](C)(C2=O)[C@@H]([C@@H](O)C(=O)OC)C1(C)C	80	104	89	94	92	101	89	104	98
O=C1OC(c2nc3ccccc3s2)=C/C1=C\c1ccccc1	89	111	115	96	98	94	102	96	95
COc1ccc(-c2cc(-c3cc(OC)c(OC)c(OC)c3)c(C#N)c(=O)n2CCCCC(=O)Nc2ccccc2N)cc1	44	113	100	85	88	93	89	84	81
COc1ccc(-c2cc(Cc3cc(OC)c(OC)c(OC)c3)c(=O)[nH]n2)cc1	93	104	98	92	89	96	85	106	95
Nc1cc2c(cc1Cl)-c1ccc([N+](=O)[O-])cc1/C2=N\O	67	97	82	79	94	39	75	65	76
O=C(N/N=C/c1ccccc1Cl)C(=O)Nc1cccc(C(F)(F)F)c1	116	97	97	105	94	104	88	103	102
CC(=O)O[C@H]1CC[C@@]2(C)C(=CC[C@@H]3[C@@H]2CC[C@]2(C)C(Cl)=C(c4nc5ccc(Cl)cn5c4NC(C)(C)C)C[C@@H]32)C1	76	112	102	101	85	98	93	95	98
CCNC(=O)Oc1ccc(/C(=C(\C)c2ccc(Cl)cc2)c2ccc(OCCN3CCCCC3)cc2)cc1	62	75	0.4*	55	65	9.6*	43	37	48
O=C1C[C@H](Sc2nc3c(c(C(F)(F)F)n2)CCCC3)[C@H]2CO[C@@H]1O2	90	108	111	94	.	101	101	102	103
C=C(C)COc1ccc(C)cc1	111	102	110	107	110	109	110	107	106
CN1C(=O)CCC(N2C(=O)c3cccc(NCCOCCOCCNC(=O)c4cc5c(o4)C(=O)c4ccccc4C5=O)c3C2=O)C1=O (configuration not stated)	-98*	-62*	0.3*	-0.7*	1.3*	-3.3*	-88*	-12*	-80*
C/C(=C(\c1ccc(OCCN2CCCCCC2)cc1)c1ccc(OC(=O)C2CCCCC2)cc1)c1ccc(Cl)cc1	96	81	21	88	92	82	102	89	91
O=C(O)c1ccc2ccccc2c1	111	106	92	104	115	91	162	109	109
N#Cc1cnn2c1ncc1ccccc12	98	105	107	99	99	95	98	104	94
COc1cc2nc(Cl)nc(Nc3cccc(C4=NN(C=O)C(c5ccc(Br)cc5)C4)c3)c2cc1OC (configuration not stated)	80	101	104	91	90	104	97	96	94
COc1cc(CNC(=O)/C=C/c2ccccc2)ccc1OCc1cn(-c2ccc(Cl)c(Cl)c2)nn1	121	93	81	104	81	90	82	81	27
CCOC(=O)/C=C/c1ccccc1[N+](=O)[O-]	91	102	90	103	104	109	105	104	99
COc1ccc(C(=O)COc2cccc(/C=C3\CSc4ccccc4C3=O)c2)cc1	92	.	-88*	52	64	-97*	38	-77*	63
COc1cccc2c1C(=O)c1c(O)c3c(c(O)c1C2=O)C[C@](O)(C(=O)CO)C[C@H]3O[C@@H]1C[C@@H](NC(=O)CCCCCN(C)C2(c3ccc(F)cc3)CC3CCC2C3)[C@H](O)[C@@H](C)O1 (some centres not stated)	41	.	-55*	36	10	-75*	-88*	-69*	-83*
Clc1ccc(-c2nc3c4c(-c5ccccc5)c(-c5ccccc5)oc4ncn3n2)cc1	69	106	104	97	97	100	100	101	97
Cc1ccc(N2NC(C(=O)N(C)C)=NCC2=O)cc1	99	109	103	100	101	104	98	102	103
COc1ccc(C(Nc2ccccc2)C(=O)c2ccccc2)cc1 (configuration not stated)	99	100	77	88	81	.	86	87	101
CCn1cnc2c(=S)nc[nH]c21	108	100	105	99	102	110	119	131	101

Next section:
smiles	SNB-75	HCC-2998	HT29	SF-268	SNB-19	SW-620	SF-295	KM12	SF-539
C=C1CCC2C3(C)COC(c4ccccc4Cl)OC3CCC2(C)C1/C=C/C1=CCOC1=O (configuration not stated)	79	38	52	83	81	77	42	59	.
Nc1nc(N)c(Br)c(Nc2ccc(Cl)c(Cl)c2)n1	60	100	104	83	82	110	98	96	95
CN(C)c1ccc(/C=C/C2NC(C(=O)Nc3ccc(-c4n[nH]c(=S)o4)cc3)CS2)cc1 (configuration not stated)	96	104	110	100	97	107	99	98	100
CC1(C(N)=O)CCC(C(=O)O)C1(C)C (configuration not stated)	92	99	104	104	99	111	91	111	97
COC(=O)C1(O)NC(=C(C#N)C#N)C(C#N)=C1C(=O)c1cccs1 (configuration not stated)	78	97	103	97	105	97	98	97	96
O=C(Nc1ccccc1)Nc1ncnc2c1ncn2-c1cccnc1	103	87	94	100	96	104	91	93	111
OCc1cn(C(c2ccccc2)(c2ccccc2)c2ccccc2)cn1	90	109	97	94	103	99	99	100	112
CC1C2CCC(C2)C1COCCOCCO (configuration not stated)	109	105	102	112	123	101	.	110	97
O=C(Cn1cc(CN2CCCC2)nn1)Nc1ccc2c(ccn2Cc2ccccc2)c1	94	111	98	95	98	100	90	104	99
O=C1S/C(=C\c2ccc([N+](=O)[O-])cc2)C(=O)N1CCN1CCCCC1	104	104	121	112	99	113	111	105	112
O=C(c1ccc(-c2ccccc2)cc1)c1ccc([N+](=O)[O-])cc1	105	.	104	102	101	101	84	97	107
COc1ccc2nc(NC(=O)CSC(=S)N3CCN(c4ccccc4)CC3)sc2c1	105	.	110	110	103	110	.	105	100
CC(C(CC(=O)c1ccccc1)c1ccccc1)[N+](=O)[O-] (configuration not stated)	106	101	99	107	97	101	.	100	118
NC(=O)C1c2ccccc2C=Cc2ccccc21	103	114	111	101	102	104	103	116	92
O=C(O)CN(CCN(CC(=O)O)CC(=O)O)CCN(CC(=O)O)CC(=O)O	9.8*!	110&105&16	2.4*!	1.5*!	99&101&28	109&10	-24*!	108&112&16	-43*!
C#Cc1nc(Nc2cc(C)[nH]n2)c2ccccc2n1	-89*	-91*	-30*	-86*	13	-26*	-58*	-73*	-44*
O=C(Nc1cccc(C(F)(F)F)c1)C1=NCCCCN1	94	100	103	100	103	94	98	100	99
Cc1c(CC(=S)N2CCOCC2)nnn1-c1ccc(F)cc1	93	103	104	96	103	98	107	102	98
COc1ccc(-c2cnc3sc4ccc(C)cc4n23)cc1	107	105	107	106	97	101	.	91	98
COCCCNc1nc2ccccc2c2c(=O)c3cc(F)ccc3sc12	91	112	83	92	96	100	102	91	97
CC1(c2ccccc2)NC(=O)N(CC(=O)Nc2ccc(C(=O)/C=C/c3ccccc3)cc2)C1=O (configuration not stated)	72	-16*	-23*	52	66	32	51	-73*	43
O=C1c2c(c3c4cc(Br)ccc4[nH]c3c3ccc4ccccc4c23)C(=O)N1CCN1CCOCC1	72	86	73	61	72	67	42	83	77
O=C(Nc1ccccn1)Nc1ccccn1	108	98	90	105	106	101	106	100	100
COc1cccc(/C=N/N=C(N)N)c1OC	81	120	93	108	102	95	82	103	114
CCOC(=O)c1c[nH][nH]c1=O	118	99	105	110	99	104	112	111	95
Nc1n[nH]c(N)c1N=Nc1ccc(S(N)(=O)=O)cc1	62	104	102	105	96	92	100	107	101
COc1nccnn1	97	110	98	114	91	101	136	96	104
Oc1ccc2ccccc2c1/C=N\Nc1ccccn1	-7.5*	21	111	17	28	.	-43*	30	-4.9*
CS(=O)(=O)c1ccc(-c2nn(-c3ccccc3)cc2/C=N/NC(=O)c2ccncc2)cc1	89	102	101	101	97	102	102	91	101
COc1ccccc1/C=N/Nc1nc(C)cc(=O)[nH]1	90	115	103	116	98	107	119	117	101

The listing continues.
smiles	SNB-75	HCC-2998	HT29	SF-268	SNB-19	SW-620	SF-295	KM12	SF-539
Cc1ccc(-n2nc(C)c(N=Nc3ccccc3)c2C)cc1	94	81	89	93	103	89	93	82	94
COc1ccc(N2CCN(C3=CC(=O)C(C)=C(C)C3=O)CC2)cc1	107	100	98	97	102	106	102	101	95
Cc1c(O)c(O)cc2c3c(oc12)CC(c1ccc2c(c1)OCO2)CC3=O (configuration not stated)	88	101	94	83	101	82	106	91	82
COC(=O)[C@]1(C)N[C@H](c2cn(-c3ccccc3)nc2-c2ccccc2)[C@@H]2C(=O)N(c3ccc(C)cc3)C(=O)[C@@H]21	89	105	85	102	108	104	101	103	.
Cc1nc(Nc2ccc(OCCCBr)cc2)c2cnn(-c3ccccc3)c2n1	89	103	97	87	93	93	101	98	92
COc1cccc(CNc2ccnc3oc4ccc(N)cc4c23)c1	86	64	86	75	60	80	54	75	80
CCCc1nnn(S(=O)(=O)c2ccc([N+](=O)[O-])cc2)c1CCC	97	106	104	101	121	100	108	99	101
Nc1nnc(SCC(=O)Nc2ccc3oc(=O)ccc3c2)s1	97	99	96	93	110	88	107	97	93

Reprinted at random: 2 entries already listed, in no set order.
smiles	SNB-75	HCC-2998	HT29	SF-268	SNB-19	SW-620	SF-295	KM12	SF-539
COc1ccc(N2CCN(C3=CC(=O)C(C)=C(C)C3=O)CC2)cc1	107	100	98	97	102	106	102	101	95
Cc1ccc(-n2nc(C)c(N=Nc3ccccc3)c2C)cc1	94	81	89	93	103	89	93	82	94

Of the compounds above, these contain an aryl methoxy group.
smiles	SNB-75	HCC-2998	HT29	SF-268	SNB-19	SW-620	SF-295	KM12	SF-539
COc1ccc2c(c1)N(CCO)C1=C(C(=O)OC1)C2c1ccc(OC)c(OC)c1 (configuration not stated)	16	.	9.8*	54	53	17	7.5*	19	13
CCCCCCNC(=O)Oc1ccc(/C(=C(/C)Cc2ccc(OC)cc2)c2ccc(OCCCN(C)C)cc2)cc1	66	35	-56*	61	46	-22*	11	36	41
COc1ccc(C(=O)NC(=O)Nc2ccc3c(c2)NC(=O)/C3=C\c2[nH]c(C)c(CCC(=O)O)c2C)c(F)c1	44	47	56	35	27	38	43	15	-5.9*
COc1ccc(-c2cc(-c3cc(OC)c(OC)c(OC)c3)c(C#N)c(=O)n2CCCCC(=O)Nc2ccccc2N)cc1	44	113	100	85	88	93	89	84	81
COc1ccc(-c2cc(Cc3cc(OC)c(OC)c(OC)c3)c(=O)[nH]n2)cc1	93	104	98	92	89	96	85	106	95
COc1cc2nc(Cl)nc(Nc3cccc(C4=NN(C=O)C(c5ccc(Br)cc5)C4)c3)c2cc1OC (configuration not stated)	80	101	104	91	90	104	97	96	94
COc1cc(CNC(=O)/C=C/c2ccccc2)ccc1OCc1cn(-c2ccc(Cl)c(Cl)c2)nn1	121	93	81	104	81	90	82	81	27
COc1ccc(C(=O)COc2cccc(/C=C3\CSc4ccccc4C3=O)c2)cc1	92	.	-88*	52	64	-97*	38	-77*	63
COc1cccc2c1C(=O)c1c(O)c3c(c(O)c1C2=O)C[C@](O)(C(=O)CO)C[C@H]3O[C@@H]1C[C@@H](NC(=O)CCCCCN(C)C2(c3ccc(F)cc3)CC3CCC2C3)[C@H](O)[C@@H](C)O1 (some centres not stated)	41	.	-55*	36	10	-75*	-88*	-69*	-83*
COc1ccc(C(Nc2ccccc2)C(=O)c2ccccc2)cc1 (configuration not stated)	99	100	77	88	81	.	86	87	101
COc1ccc2nc(NC(=O)CSC(=S)N3CCN(c4ccccc4)CC3)sc2c1	105	.	110	110	103	110	.	105	100
COc1ccc(-c2cnc3sc4ccc(C)cc4n23)cc1	107	105	107	106	97	101	.	91	98
COc1cccc(/C=N/N=C(N)N)c1OC	81	120	93	108	102	95	82	103	114
COc1nccnn1	97	110	98	114	91	101	136	96	104
COc1ccccc1/C=N/Nc1nc(C)cc(=O)[nH]1	90	115	103	116	98	107	119	117	101
COc1ccc(N2CCN(C3=CC(=O)C(C)=C(C)C3=O)CC2)cc1	107	100	98	97	102	106	102	101	95
COc1cccc(CNc2ccnc3oc4ccc(N)cc4c23)c1	86	64	86	75	60	80	54	75	80
